TDP1 block – qHTS Assay for Inhibitors of Tyrosyl-DNA Phosphodiesterase (TDP1). recombinant TDP1, AlphaScreen DNA substrate cleavage. Potency, µM (titrated, usually from 130 µM), without a hit: top-dose activity change, negative = inhibition, hits mostly inhibitors. 350,000 compounds, 0.28% hits; note: nearly all actives have a fitted effect of over 40% in size
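AlphaScreen read-out: signal falls as enzyme removes the 3' tyrosine-FITC from a 5'-biotinylated DNA oligo (15 nM, 5 min, RT). Enzyme was E. coli-made recombinant Tdp1 at 1 nM, exposed to compound for 15 min beforehand; beads 10 ug/ml, 10 min.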
TDP1 cell noCPT – qHTS for Inhibitors of human tyrosyl-DNA phosphodiesterase 1 (TDP1): qHTS in cells in absence of CPT; 420,000 compounds, 15% hits; DT40 Tdp1-/- hTDP1 cells, no CPT, ATP luminescence, 48 h; Potency, µM (highest dose often 46.2 µM), inactives show at the highest dose activity change, negative = growth inhibition, actives largely listed as inhibitors; note: nearly all actives have a fitted effect of over 55% in size
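Luminescent ATP content (CellTiter-Glo) served as the growth readout. Knockout chicken DT40 cells expressing human TDP1 were exposed to compounds without camptothecin for a minimum 48 hr at 37 °C.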
KAT2A inh – qHTS Assay for Inhibitors of GCN5L2; GCN5L2 HAT assay, ThioGlo1 CoA-SH fluorescence; Potency, µM (series often up to 58.9 µM), for the others: at the top dose activity change, negative = inhibition, usual class: inhibitors; 390,000 compounds, 0.21% hits
Target sequence (Q92830 whole entry, looked up): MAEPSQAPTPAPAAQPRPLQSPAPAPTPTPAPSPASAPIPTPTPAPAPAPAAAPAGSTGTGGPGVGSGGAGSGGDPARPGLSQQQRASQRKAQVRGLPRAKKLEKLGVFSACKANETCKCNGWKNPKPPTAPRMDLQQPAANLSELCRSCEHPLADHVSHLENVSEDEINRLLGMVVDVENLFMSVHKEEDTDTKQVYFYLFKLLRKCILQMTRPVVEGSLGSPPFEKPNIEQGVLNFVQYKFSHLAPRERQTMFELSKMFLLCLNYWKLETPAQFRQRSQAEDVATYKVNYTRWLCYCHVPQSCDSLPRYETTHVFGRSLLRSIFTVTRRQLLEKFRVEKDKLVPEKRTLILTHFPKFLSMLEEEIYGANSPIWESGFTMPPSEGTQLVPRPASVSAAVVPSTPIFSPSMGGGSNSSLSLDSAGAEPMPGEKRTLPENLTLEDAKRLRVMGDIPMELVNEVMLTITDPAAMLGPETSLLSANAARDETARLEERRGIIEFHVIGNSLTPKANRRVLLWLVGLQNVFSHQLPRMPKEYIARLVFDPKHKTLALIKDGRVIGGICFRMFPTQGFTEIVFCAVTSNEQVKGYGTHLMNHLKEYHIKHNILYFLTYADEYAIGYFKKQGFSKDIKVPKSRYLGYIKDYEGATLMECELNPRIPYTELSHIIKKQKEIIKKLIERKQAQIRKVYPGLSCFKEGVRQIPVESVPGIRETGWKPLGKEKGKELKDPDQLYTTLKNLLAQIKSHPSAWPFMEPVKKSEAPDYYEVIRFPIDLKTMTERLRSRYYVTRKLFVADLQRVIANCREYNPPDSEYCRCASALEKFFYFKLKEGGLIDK
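ThioGlo1-coupled HAT assay: 20nM GCN5L2, 70uM acetyl-CoA, 75uM H3(1-25) peptide, pH 7.5. Fluorescence read at 340/540nm at start and after 20 min at room temperature.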
Starred values were filed as active, the others as inactive; u = inconclusive; x = not tested or not shown; [ ] = remark or other dose. Calls come from the whole dose curve; as a rule, active = well fitted curve in the direction sought with a large enough effect; inconclusive = small, poorly fitted or top-dose-only effect, or another doubt; inactive = no such curve, though single readings can be large; an effect the other way counts as inactive or inconclusive. % is set by controls: 0 for no effect and ±100 for the full control effect; potency is the fitted concentration of half-maximal effect. Not all compounds are listed; the hit share may differ from the screen's.

compound	TDP1 block	TDP1 cell noCPT	KAT2A inh
O=C(Nc1cccc(S(=O)(=O)NC2=NCCCCC2)c1)C1COc2ccccc2O1 (centres undefined)	x	-28.8%	0.2%
Cc1noc(C)c1C(=O)N1CCN(Cc2ccc3c(c2)OCO3)CC1	1.1%	-7.0%	-2.6%
COc1ccc(/C=N/N=C2/NC(=O)C(CC(=O)O)S2)cc1OS(=O)(=O)c1ccccc1 (centres undefined)	-1.8%	31.3%[activator]	-16.6%
CC(Oc1ccc(F)cc1)C(=O)Nc1cc(Cl)ccc1-n1cncn1 (centres undefined)	x	u	1.5%
CCOc1ccccc1Nc1cc(-c2ccccc2)nc(C)n1	-13.0%	u	-12.0%
N#Cc1cc(C#N)c(N2CCN(c3cccc(Cl)n3)CC2)nc1N	2.1%	u	-19.4%
N#CCN(C(=O)COC(=O)CCCNC(=O)c1ccc(Cl)cc1)c1ccccc1	0.5%	-27.6%	-5.4%
CN(C)/C=C/C(=O)c1ccc2noc(-c3cccc(F)c3)c2c1	x	u	-5.0%
CCOc1ccc(C(=O)N2CCN=C2SC)cc1OCC	4.0%	-13.7%	-5.1%
CCOC(=O)c1c(C)[nH]c(C)c1S(=O)(=O)NCC(=O)NCc1cccc(Br)c1	5.3%	-22.9%	0.6%
CC(C)c1ccc(N(C(=O)C(F)(F)F)C(C(=O)NC2CCCCC2)c2ccncc2)cc1 (centres undefined)	4.0%	9.3%	-0.3%
Cc1ccc(C)c2[nH]c(=O)c(CN(Cc3ccco3)C(=O)Nc3ccccc3)cc12	3.8%	u	-14.3%
COCc1nnc(NS(=O)(=O)c2c(C)cc(C)cc2C)s1	-1.1%	1.0%	-3.9%
COc1ccc(-c2cc(C(=O)Nc3sc4c(c3C(N)=O)CCCC4)no2)cc1	0.0%	-1.3%	-3.8%
Cc1ccccc1NS(=O)(=O)c1ccc(Cl)cc1	-2.4%	u	-4.1%
CC1CCN(C(=O)/C=C/c2ccc(C(C)(C)C)cc2)CC1	0.0%	20.6µM*	-6.4%
O=C1NCCc2c1[nH]c1ccc([N+](=O)[O-])cc21	3.7%	u	-1.6%
COc1ccc(S(=O)(=O)N2CCC(C(N)=O)CC2)c2ccccc12	5.3%	u	-0.9%
CC(C)(C)c1ccc(C(=O)NC(CC(=O)O)c2ccc(OC3CCCC3)cc2)cc1 (centres undefined)	x	-16.7%	-3.1%
CCOc1ccc(-c2c(C(=O)N/N=C/c3ccncc3)nnn2-c2nonc2N)cc1	u	0.1%	0.1%
Cc1c(NC(=S)NNC(=O)CCC(=O)O)c(=O)n(-c2ccccc2)n1C	x	19.1%	12.5%
CCOc1ccccc1N1CC(C(=O)Nc2ccccc2N2CCCC2)CC1=O (centres undefined)	x	u	-19.3%
CC(C)c1ccc(C(=O)Nc2ccc(CN3CCOCC3)cc2)cc1	x	u	0.8%
COc1ccc(-c2nc3ccccc3nc2-c2ccc(OC)c(OC)c2)cc1OC	x	-2.6%	-2.7%
CC(=C1C2C=CC1C1C(=O)NC(=O)C21)c1ccccc1 (centres undefined)	-3.3%	-5.3%	-4.6%
Cc1ccc(NC(=O)c2c(Cl)n(C)c3ccccc23)cc1	0.0%	u	0.0%
C/C(=C\c1ccc2c(c1)OCO2)C(=O)c1c(C)cc(C)[nH]c1=O	4.8%	u	-3.8%
CCc1ccccc1NC(=O)Cn1c(=O)n(-c2cccc(C)c2)c(=O)c2c1c1cc(OC)ccc1n2C	5.6%	2.06µM*	-9.4%
Cc1c2cnn(CC(=O)Nc3cccc(C(F)(F)F)c3)c(=O)c2c(C)n1Cc1ccccc1Cl	-2.5%	u	-12.6%
COc1ccc(OC)c(C(=O)CC2OC(=O)c3ccccc32)c1 (centres undefined)	1.0%	-9.7%	-4.7%
CC(=O)/C=C\c1ccc(OC(=O)c2cccnc2)cc1	2.1%	-25.7%	-0.4%
Cc1ccc(-c2nn(-c3ccccc3)cc2/C=N/NC(=O)c2ccc(Br)o2)cc1	3.1%	u	45.6%[activator]

Just TDP1 cell noCPT and TDP1 block (three entries from above):
Molecule	TDP1 cell noCPT	TDP1 block
Cc1ccc(NC(=O)c2c(Cl)n(C)c3ccccc23)cc1	u	0.0%
C/C(=C\c1ccc2c(c1)OCO2)C(=O)c1c(C)cc(C)[nH]c1=O	u	4.8%
CCc1ccccc1NC(=O)Cn1c(=O)n(-c2cccc(C)c2)c(=O)c2c1c1cc(OC)ccc1n2C	2.06µM*	5.6%

Carrying on.
compound	TDP1 block	TDP1 cell noCPT	KAT2A inh
COc1ccc(/C=C(\C#N)C(=O)OCC(=O)NCc2ccccc2)cc1	5.1%	7.9%	-2.0%
Cc1cc(S(=O)(=O)N2CCN(c3ccc(F)cc3)CC2)ccc1-n1cnnn1	15.0%	-28.5%	-1.6%
CC(=O)Nc1ccc(S(=O)(=O)NNC(=O)c2sc(=S)n(C)c2C)cc1	-2.6%	5.3%	26.4%
Cc1cc(C)cc(OCC(=O)N2CCCCCC2)c1	-2.3%	-11.5%	-1.8%
Cc1cccc2c(N)c3c(nc12)CCCC3 (tested in a mixture with another compound)	5.1%	-24.6%	-2.6%
CC(C)(Nc1ccccc1)C(=O)c1ccccc1	0.6%	-9.0%	2.8%
N=C(N)SCc1cn2ccccc2n1	6.7%	u	-4.2%
CC1Sc2ccc(S(=O)(=O)N3CCC(C(=O)NCc4ccc(Cl)cc4)CC3)cc2NC1=O (centres undefined)	4.0%	14.6µM*	-6.0%
Cc1ccc(C2c3[nH]c4ccccc4c3CCN2C(=O)Nc2ccc(C)c(C)c2)cc1 (centres undefined)	13.0%	u	-3.9%
N/C(Cc1cccc2ccccc12)=N\OC(=O)c1ccc2c(c1)OCO2	0.0%	20.6µM*	-0.4%
O=C(CC1CCCCC1)NCc1ccc(F)cc1	-6.7%	-0.9%	-6.7%
O=C1CSC(c2cccnc2)N1C1CCCCC1 (centres undefined)	3.4%	1.7%	-6.3%
O=[N+]([O-])c1ccc(N2CCN(Cc3cccc([N+](=O)[O-])c3)CC2)cc1	x	4.11µM*	-12.9%
COc1ccc(C2Nc3ccccc3C(=O)N2Cc2ccccc2)cc1Cn1nnc2ccccc21 (centres undefined)	3.1%	u	-5.8%
N#CC1=C(S)N(c2ccccc2)C(c2ccco2)NC1=O (centres undefined)	-7.7%	-5.5%	-13.8%
CCn1c(CN2CCCCC2)nc2cc(NC(=O)COc3ccc(C(C)(C)C)cc3)ccc21	1.6%	8.2µM*	-9.1%
COc1ccc(CNc2ccnc(-c3ccccc3Cl)n2)c(OC)c1	x	23.1µM*	-28.5%
CCOc1ccc(N(CC(=O)N2CCOCC2)S(=O)(=O)c2ccc(Cl)cc2)cc1	8.8%	-12.6%	-0.8%
COc1ccc(-c2cc(C(=O)Nc3cc(Cl)ccc3OC)no2)cc1	x	u	-1.5%
CN1CCN(c2ccc(Cl)cc2NC(=O)c2ccc(S(=O)(=O)N(C)C)cc2)CC1	2.5%	u	-1.6%
CCOc1ccc(S(=O)(=O)N(C)c2ccc(OCC(=O)NCc3ccco3)cc2)cc1	8.0%	u	-9.0%
O=C(CCCN1C(=O)/C(=C/c2ccccc2Cl)SC1=S)NCCCN1CCOCC1	9.7%	u	-3.0%
CCCCNC(=O)CSc1ccc(S(=O)(=O)N2CCOCC2)cn1	1.7%	-21.6%	-5.5%
COc1ccccc1C(=O)NCCC(=O)N(C)Cc1cccnc1	0.9%	10.0%	-2.7%
CCCCCCCCCCCC(=O)N(CCO)CCO	x	u	2.2%
COc1ccc(NC(=O)CSc2nc3ccccc3n2CC(=O)N2CCCC(C)C2)cc1 (centres undefined)	-1.2%	20.6µM*	4.9%
COc1ccccc1C1NC(=O)c2n[nH]c(-c3cccs3)c21 (centres undefined)	0.0%	u	-4.6%
C[C@@H](O)[C@H]1C(=O)N2C(C(=O)O)=C(S[C@@H]3CN[C@H](CNS(N)(=O)=O)C3)[C@H](C)[C@H]12	x	-60.5%	-10.4%
O=C(CC1CCCC1)N1CCN(S(=O)(=O)c2ccc(F)cc2)CC1	-1.7%	u	-3.5%
Cc1cccc(Nc2nc(-c3ccccc3)nc3ccccc23)c1	-1.3%[12.3 µM]	-81.1%	-6.5%
COc1ccc(NC(=O)c2ccc3[nH]c(=O)c(=O)[nH]c3c2)c(OC)c1	1.0%	-14.2%	-7.8%
COc1ccc(-n2c(SCC(=O)Nc3cc(C)on3)nc3c(c2=O)SCC3)cc1OC	5.1%	-10.4%	0.6%
CC(C)CN(C(=O)COC(=O)/C=C/c1ccc(Cl)c(Cl)c1)c1c(N)n(Cc2ccccc2)c(=O)[nH]c1=O	0.3%	u	2.0%
CN1CC(=O)N(CC(=O)NCCc2ccc(F)cc2)c2ccccc2C1=O	2.3%	-0.2%	1.9%
O=C(COC(=O)c1ccc[nH]c1=O)NCCC1=CCCCC1	0.3%	-0.3%	-3.3%
Cn1c(=O)c(C(=O)NCCc2ccccc2)c(O)c2ccccc21	-4.1%	-28.7%	-19.8%
O=C1/C(=C\c2cccs2)N=C(c2cccs2)N1Nc1ccccc1	9.3%	-11.0%	-13.3%
COCCNC(=O)CN(C(=O)Cn1nnc2ccccc21)c1ccc(F)c(Cl)c1	3.6%	9.3%	-1.4%
Cc1ccc(S(=O)(=O)Oc2ccccc2/C=N/NC(N)=S)cc1	12.4%	6.51µM*	6.0%
O=C(CSc1nc2ccccc2n1Cc1ccc(Cl)cc1)N/N=C/c1ccc(C(=O)O)cc1	0.0%	-24.1%	-3.9%

Reformatted: results already given.
CC(C)CN(C(=O)COC(=O)/C=C/c1ccc(Cl)c(Cl)c1)c1c(N)n(Cc2ccccc2)c(=O)[nH]c1=O
  TDP1 block = 0.3%
  TDP1 cell noCPT = u
  KAT2A inh = 2.0%
CN1CC(=O)N(CC(=O)NCCc2ccc(F)cc2)c2ccccc2C1=O
  TDP1 block = 2.3%
  TDP1 cell noCPT = -0.2%
  KAT2A inh = 1.9%
O=C(COC(=O)c1ccc[nH]c1=O)NCCC1=CCCCC1
  TDP1 block = 0.3%
  TDP1 cell noCPT = -0.3%
  KAT2A inh = -3.3%
Cn1c(=O)c(C(=O)NCCc2ccccc2)c(O)c2ccccc21
  TDP1 block = -4.1%
  TDP1 cell noCPT = -28.7%
  KAT2A inh = -19.8%

The list continues:
compound	TDP1 block	TDP1 cell noCPT	KAT2A inh
Cc1cccc(-n2cc(-c3ccccc3)c3c(=O)[nH]cnc32)c1	5.5%	-24.7%	-1.6%
O=C(CCC(=O)N1CCN(c2ccccn2)CC1)Nc1nnc(C2CCCCC2)s1	-5.8%	-0.2%	1.2%
CSc1cccc(N2CC(C(=O)N(Cc3nnc(-c4ccccc4Cl)o3)C3CC3)CC2=O)c1 (centres undefined)	3.1%	u	-7.2%
O=C(COC(=O)c1ccc(OC(F)F)cc1)NCc1cccs1	0.1%	u	-1.9%
Cc1ccc(OCC(=O)N2CCN(c3nnc(-c4ccccc4)c4ccccc34)CC2)cc1	5.0%	u	-5.7%
COC(=O)c1cc(S(=O)(=O)NCCCN2CCCC2=O)cn1C	0.4%	22.3%	-3.0%
COc1ccc2cc(/C=N/NC(=O)c3ccc(CN(c4ccc(C)c(C)c4)S(C)(=O)=O)cc3)c(Cl)nc2c1	5.4%	u	-15.7%
COC(=O)c1ccc(NC(=O)CSc2cn(CC(=O)N3CCCCC3)c3ccccc23)cc1	2.6%	u	-3.2%
O=C(NCCc1ccccn1)c1ccc(OC(F)F)cc1	2.7%	-6.0%	5.8%
CCOC(=O)c1cc2c(=O)n3ccccc3nc2n(CC2CCCO2)c1=NC(=O)c1ccc(F)cc1 (centres undefined)	2.9%	4.0%	-0.2%
O=C1OCCC1Sc1nnc(-c2ccc(F)cc2)n1Cc1ccccc1 (centres undefined)	5.9%	-1.0%	-1.3%
O=C(COC(=O)C1(c2ccc(F)cc2)CCCC1)N1CCOCC1	-5.0%	3.8%	-1.8%
CCOC(=O)N1CCN(C(=O)CCCCCn2c(=S)[nH]c3cc4c(cc3c2=O)OCO4)CC1	-1.2%	u	-0.5%
CC(=O)N=c1c(C#N)cc2c(=O)n3cccc(C)c3nc2n1CCCOC(C)C	2.5%	-29.0%	-11.7%
O=c1ccc2cc(S(=O)(=O)N3CCN(c4cc(Cl)ccc4Cl)CC3)ccc2o1	2.2%	u	-5.1%[0.501 µM]

Source: PubChem BioAssay (National Center for Advancing Translational Sciences (NCATS))
